Screening data from PubChem.
Rtt109 HAT inh: blocks Candida albicans Rtt109/Vps75 acetyltransferase activity. Q5AAJ8. purified Rtt109/Vps75, ThioGlo CoA-SH fluorescence, 4 h. inhibition, % at 34.9 µM. 330,000 tested, 0.16% active. AID 540336;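 active means inhibition of at least 50% in every replicate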
Target sequence (Q5AAJ8 whole entry, looked up): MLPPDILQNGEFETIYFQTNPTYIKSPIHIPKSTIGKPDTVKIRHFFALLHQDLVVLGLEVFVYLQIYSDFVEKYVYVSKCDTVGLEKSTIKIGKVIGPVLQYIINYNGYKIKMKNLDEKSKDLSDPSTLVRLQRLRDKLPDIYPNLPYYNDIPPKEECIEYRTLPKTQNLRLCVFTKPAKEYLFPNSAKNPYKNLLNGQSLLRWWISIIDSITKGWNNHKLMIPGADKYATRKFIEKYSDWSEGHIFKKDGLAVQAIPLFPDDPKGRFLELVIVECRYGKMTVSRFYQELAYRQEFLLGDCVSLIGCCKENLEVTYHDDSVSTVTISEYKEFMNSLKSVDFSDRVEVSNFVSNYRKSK
DAGLB inhibitor: blocks human DAGLB lipase activity | 340,000 tested, 0.059% active | HEK293T DAGLB membrane lysate, EnzChek fluorogenic substrate | Q8NCG7 | inhibition, % at 5.17 µM; in the data active means inhibition above about 34%;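 further: 0% = enzyme with vehicle and 100% = wells lacking enzyme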
CAL PDZ FP-1: blocks peptide binding to human CAL PDZ domain. Q9HD26. purified CAL PDZ, TMR-peptide fluorescence polarization, 1 h. inhibition, % at 20 µM. 330,000 tested, 0.02% active. AID 504414;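 active means highest replicate inhibition of at least 40%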;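 further: plate controls were DMSO neutral control wells for no effect and unlabeled competitor peptide control wells for full effect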
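material = purified tagged CAL PDZ domain construct (CerCALP) | compound dosing = 20 µM, one dose | times = 1 h at RT | measured by = fluorescence polarization from S- and P-plane intensities, G-factor corrected | read-out = inhibition from polarization loss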
PKA-R2B act: activators of human PKA-R2B complex. P22694+P31323. PKA-R2B holoenzyme dissociation, Cy5-IP20 fluorescence polarization; R2B truncated from residue 108, S112A mutant; 0% DMSO only, 100% 113 µM cGMP. activation, % at 11.4 µM. 340,000 tested, 0.079% active. AID 504700;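 active means activation above a cutoff set at the mean over all compounds plus 3 SD, cut at about 18% in these data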;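 further: higher means more holoenzyme dissociation and a rise in polarization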
SR-BI DiI-HDL act: activators of SR-BI mediated HDL lipid uptake. CHO ldlA[mSR-BI] cells, DiI-HDL uptake fluorescence, 3 h; 100 = double the neutral-control signal. activation, % at 12.5 µM. 320,000 tested, 0.096% active. AID 504775;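 active means mean replicate activation of at least 60% and every replicate at or above 60%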;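 further: 0% = median plate neutral-control signal and 100% = twice that signal; values of inactives mirror those of a sister screen read the other way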
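system = CHO ldlA[mSR-BI] cells, LDL receptor-null, SR-BI overexpressing | medium = Ham's F12 with 0.5% BSA, HEPES 25 mM, pH 7.4 | probe or stimulus = DiI-HDL 10 µg/mL | compound dosing = single-point compound dose | incubation = compound exposure 3 h, 37 °C | technique = DiI fluorescence, bottom read | read-out = cell-associated DiI fluorescence as measure of HDL uptake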
Cardiac RTF inh: cardiac RTF calcium desensitization. AID 493244. inhibition, % at 7.15 µM. IANBD-labeled cardiac RTF, Ca2+ fluorescence. 340,000 tested, 0.12% active;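 active means inhibition above the mean inhibition of all tested compounds plus 3 SD, cut at about 17% in these data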;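 further: assay run at fixed EC70 calcium of 1.6 mM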
cardiac RTF act: increases calcium sensitivity of human cardiac regulated thin filaments | IANBD-labeled TnC RTF fluorescence at EC20 calcium; 0% EC20 calcium, 100% full calcium | activation, % at 7.2 µM | 340,000 tested, 0.24% active;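 active means activation above the mean over all tested compounds plus 3 SD, cut at about 30% in these data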;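 further: rise in fluorescence read as greater calcium sensitivity of cardiac thin filaments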
C-LANA FP: inhibitors of KSHV LANA C-terminal domain DNA binding; 340,000 tested, 0.078% active; MBP-C-LANA/FAM-LBS DNA binding, fluorescence polarization; AID 504423; inhibition, % at 9 µM;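 active means highest replicate inhibition at or above 60% at 9 µM, even if other replicates fall short; inactive means all replicates below 60% inhibition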;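 further: 0% = neutral control wells and 100% = 4 µM acridine orange control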
Keap1 Nrf2 FP: inhibitors of human Keap1-Nrf2 protein-protein interaction | Q14145 | Keap1 Kelch-Nrf2 peptide fluorescence polarization, 1536-well | inhibition, % at 9.4 µM | 340,000 tested, 0.15% active | AID 504523; in the data active means inhibition above about 12%;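 further: human Keap1 Kelch domain with fluorescein labeled Nrf2 9mer peptide probe; 0% = neutral control wells and 100% = peptide positive control; higher means more block of Keap1 binding to Nrf2 peptide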
Target sequence (Q14145 whole entry, looked up, the tested form may be a part): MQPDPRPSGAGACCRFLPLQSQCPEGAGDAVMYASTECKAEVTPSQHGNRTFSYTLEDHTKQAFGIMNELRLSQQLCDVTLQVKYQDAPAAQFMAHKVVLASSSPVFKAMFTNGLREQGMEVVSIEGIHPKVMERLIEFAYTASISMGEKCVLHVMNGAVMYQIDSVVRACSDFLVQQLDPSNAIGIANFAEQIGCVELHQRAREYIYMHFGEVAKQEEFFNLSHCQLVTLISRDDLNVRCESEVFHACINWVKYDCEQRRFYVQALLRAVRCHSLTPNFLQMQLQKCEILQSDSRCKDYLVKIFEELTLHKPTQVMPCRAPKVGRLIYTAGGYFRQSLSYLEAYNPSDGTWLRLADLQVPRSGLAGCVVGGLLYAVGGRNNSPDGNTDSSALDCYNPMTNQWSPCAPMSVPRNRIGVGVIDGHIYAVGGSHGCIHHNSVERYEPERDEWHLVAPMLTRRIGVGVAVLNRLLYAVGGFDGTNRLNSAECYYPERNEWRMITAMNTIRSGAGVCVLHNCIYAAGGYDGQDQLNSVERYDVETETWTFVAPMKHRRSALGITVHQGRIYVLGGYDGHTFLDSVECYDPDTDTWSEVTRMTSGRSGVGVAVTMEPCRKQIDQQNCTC
CAL PDZ FP-2: inhibitors of human CAL PDZ peptide binding. Q9HD26. purified CAL PDZ, TMR-peptide fluorescence polarization, 1 h. inhibition, % at 24.9 µM. 300,000 tested, 0.92% active. AID 602252;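 active means mean inhibition of at least 30% with at least half of replicates also reaching 30%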;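 further: 0% = DMSO neutral control and 100% = excess unlabeled competitor peptide PRC23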
* hit, by the source's call; / = no result given; & = joins results of further samples.

SMILES	Rtt109 HAT inh	DAGLB inhibitor	CAL PDZ FP-1	PKA-R2B act	SR-BI DiI-HDL act	Cardiac RTF inh	cardiac RTF act	C-LANA FP	Keap1 Nrf2 FP	CAL PDZ FP-2
O=c1cc(-c2ccccc2)[nH]c2[nH]n(-c3ccccc3)c(=O)c12	12	3	-1.5	2	6	-1	5	1.3	-6	/
Cc1cccc(NC(NC(=O)c2ccccc2[N+](=O)[O-])C(Cl)(Cl)Cl)c1 (centres undefined)	-12	-1	-0.1	-2	-26	-1	7	0.9	4	-4
O=C1Nc2ccccc2OC1CC(=O)N1CCOCC1 (centres undefined)	-12	-1	-0.3	1	10	-3	2	-0.6	4	/
CCCCNCC(O)(c1ccc(Cl)cc1)c1ccc(Cl)cc1	4	-4	-3.3	1	-21	-7	7	-0.4	-4	-1
CC(C)NC(=O)C(C)N1CCN(S(=O)(=O)c2ccc3ccccc3c2)CC1 (centres undefined)	0	1	-0.5	-5	/	-24	0	-0.6	0	/
CC1=C(C#N)C(=O)NC(=O)/C1=C/c1ccc(-c2ccc(S(N)(=O)=O)cc2)o1	-9	2	-1.8	-11	/	-11	2	6.1	1	-2
O=C(N/N=C/c1ccc(F)c(F)c1)c1cc2c(s1)-c1ccccc1CC2	-12	-4	-0.1	-8	-14	-5	-3	-0.9	-6	-2
COc1cccc(NC(=O)CN2C(=O)NC(c3ccccc3)(c3ccccc3)C2=O)c1	15	0	-0.2	1	/	-3	2	-1.2	0	/
COc1ccc(-c2nn(-c3ccccc3)cc2/C=C2/SC(=S)N(CCC(=O)O)C2=O)cc1	7	-1	/	-5	-3	-1	-4	3.3	-17	0
COc1ccccc1/C=C(\NC(=O)c1ccc(OC)c(OC)c1)C(=O)Nc1cc([N+](=O)[O-])ccc1C	41	4	-2.2	-3	-20	10	-4	0.1	0	0
CCc1ccc(NC(=O)c2ccc3nc(N)sc3c2)cc1	1	-1	-0.2	-4	3	4	-2	-0.7	-2	/
COc1ccc(CN(C)C(=O)C2CCN(S(=O)(=O)c3cccs3)CC2)cc1F	-9	-3	-3.0	1	12	-10	3	-0.5	-7	/
CC(C)CCN=CC1=C(O)CC(c2ccccc2)CC1=O (centres undefined)	-3	-1	-0.8	-2	5	-22	1	0.9	0	-8
c1cc(Nc2ncnc3sc4c(c23)CCC4)ccn1	-7	-2	-0.5	-3	38	6	2	-2.5	2	6
CCn1c(COc2cccc(C)c2)nnc1SCC(=O)Nc1cccc(C(=O)OC)c1	-3	-11	-2.0	-11	-24	8	0	-0.2	-3	-2
Cc1ccccc1C(=O)NCC(=O)OCCOc1ccc(C(C)C)c(C)c1	40	-7	-2.7	-10	21	-27	-6	0.1	-4	6
COc1ccc(C)cc1NC(=O)N1CCC(CO)(CC2CCCCO2)CC1 (centres undefined)	-3	-2	-0.5	-2	3	-10	2	-0.9	-1	2
CCOC(=O)NC1c2ccccc2Oc2ccccc21	-4	-2	-0.8	5	-20	-12	7	1.6	-4	-7
CCN(CC(=O)Nc1ccc(C)c(S(=O)(=O)N2CCOCC2)c1)Cc1ccccc1	18	-3	-4.2	-10	-17	6	-10	-0.9	3	-8
CCOc1ccccc1N1CCN(C2=C(NS(=O)(=O)c3cccs3)C(=O)c3ccccc3C2=O)CC1	1	44*	0.4	0	-81	4	6	1.5	-9	-2
CCC(C)NC(=O)CNC(=S)N(Cc1ccccc1F)C1CCCCC1 (centres undefined)	-3	-6	0.3	-6	15	-17	3	0.3	1	-4
Cc1ccc(N(C(=O)CCC(=O)Nc2nccs2)C(C(=O)NC(C)(C)C)c2ccc(O)cc2)cc1 (centres undefined)	-3	0	-0.4	-11	8	-1	3	-1.9	-3	/
O=C(O)c1cc([N+](=O)[O-])ccc1C(=O)Nc1ccccc1	5	-2	0.1	4	9	-7	-1	-0.4	-2	0
CCCCSc1nc2c(c(=O)n1CC)SC(C)C2 (centres undefined)	2	-8	-1.5	-1	9	-7	9	-1.3	0	-3
O=C(Cc1c[nH]c2ccccc12)Nc1nnc(C2CC2)s1	-1	0	-2.9	5	12	0	-1	2.4	3	-3
CC(OC(=O)COc1ccc(C#N)cc1)C(=O)c1ccccc1 (centres undefined)	5	-10	-1.2	5	30	-12	-2	1.6	0	-4
CC(=O)c1ccc(N2CCN(C(=O)c3cc(-c4ccc5c(c4)OCO5)nc4ccccc34)CC2)cc1	9	-1	1.1	5	-27	-5	-1	-0.5	1	-3
CCc1cccc(CC)c1NC(=O)COn1nnc2ccc(C(F)(F)F)cc21	-1	-1	-1.5	-13	-4	-6	-5	1.1	-1	-1
CCNC(=S)NNC(=O)CCn1c2ccccc2c2ccccc21	-5	-3	-0.6	-6	-7	-2	4	-1.3	-3	1
Nc1n[nH]c(-c2ccccc2)n1	-6	0	0.1	7	7	4	0	-0.3	2	0
O=C1C2C3C=CC(O3)C2C(=O)N1CC(O)c1ccccc1 (centres undefined)	0	0	/	-8	20	-2	7	-4.5	-1	-2
Cc1cc(Br)ccc1NC(=O)c1cnc(N2CCN(c3ccccn3)CC2)c2ccccc12	-25	/	-0.4	/	-54	/	/	-0.9	2	-6
Cc1ccc(C2=NCCn3nc4cc(C(F)(F)F)ccc4c32)cc1	-4	-2	-0.7	-16	-30	-11	4	1.6	2	-1
COc1ccc(/C=C2\SC(=O)N(CCC(=O)Nc3ccccc3)C2=O)cc1OC	-18	-1	0.2	-7	-8	-5	2	3.6	-4	-1
CC(=O)Nc1cccc(C(=O)OC(C(=O)c2ccc(C)c(C)c2)c2ccccc2)c1 (centres undefined)	1	-1	0.4	-14	-56	0	2	0.6	-1	/
O=S(=O)(Nc1ccc(O)c(Sc2nc3ccccc3s2)c1)c1ccc(F)cc1	11	-4	-1.1	-18	7	-21	-4	1.3	2	-3
c1cnc2ccc(C(c3nnnn3C3CCCCC3)N3CCN4CCCC4C3)cc2c1 (centres undefined)	-3	0	-2.0	-5	9	-4	-1	0.1	-2	3
Cc1cccc2cc(CN(Cc3cccs3)Cc3nnnn3Cc3ccccc3)c(=O)[nH]c12	3	5	-3.3	2	-28	-4	12	-0.1	-6	-4
CNc1nc(Cl)c(SC)c(NCc2cccc(OC)c2)n1	/	-3	0.2	-8	-24	-7	8	-1.9	0	-2
COCCNC(=O)/C(C#N)=C/c1ccc(-c2ccc(S(=O)(=O)N3CCOCC3)cc2)o1	1	-2	-3.1	-6	-2	-7	1	-1.0	-10	1
O=C(NC(=S)Nc1cccnc1)c1cccs1	-4	-3	-0.6	-3	17	3	1	-1.0	-1	/
COc1ccc(CN(CC(=O)NCCc2ccccc2)C(=O)CCC(=O)Nc2cc(C)ccn2)cc1	-4	-1	-2.0	-14	/	0	3	-0.6	-1	-2
CC(=O)C1=C(O)C(=O)N(c2ccc(F)cc2)C1c1ccc(C)cc1 (centres undefined)	-7	-1	-1.2	-8	6	-1	-1	-1.1	0	-4
O=C(Nc1cnccn1)C1c2ccccc2Oc2ccccc21	4	-1	0.1	5	-4	-3	-1	0.7	-6	-2
CCOC(=O)N1CCN(CCC(=O)Nc2ccc(OC(F)(F)F)cc2)CC1	0	-3	-2.3	-10	-18	-8	-5	0.1	-1	-3
O=C(O)c1ccc(CNC(=O)c2ccccc2NC(=O)c2ccc([N+](=O)[O-])cc2)cc1	2	2	/	0	-4	-7	-1	-0.4	-2	50*
C=CCn1c(SCC(=O)NCCC2=CCCCC2)nc2ccc(Cl)cc2c1=O	5	-4	-3.5	-8	2	-14	7	2.2	-5	-7
COc1ccc(NC(=O)c2ccc(-c3ccccc3)cc2)cc1S(=O)(=O)N1CCOCC1	-10	-3	-1.1	-1	-52	-3	0	5.7	2	-2
O=c1c2[nH]c3ccccc3c2ncn1Cc1cccnc1	-4	0	-1.1	1	-11	2	5	-0.9	0	-2
CCOC(=O)c1nnn(-c2nonc2N)c1-c1ccc(Br)cc1	4	-3	-0.9	-9	-11	-1	7	-1.6	0	-5
O=C(CSc1nnc(-c2ccncc2)o1)NCc1ccc(Cl)cc1	-3	3	-2.3	-3	13	-5	-4	0.7	2	2
Cc1ccc2oc3c(c(=O)c2c1)C(c1cccs1)N(CCCN(C)C)C3=O (centres undefined)	-7	2	-0.8	-4	3	-3	-1	-0.3	-5	3
COC(=O)c1sc(C(F)(F)F)c(-c2ccccc2)c1S(=O)(=O)N(C)C	1	-1	-1.9	-2	-1	-8	2	2.2	2	2
COc1ccc(N=C(N(C)C)P(=O)(N(C)C)N(C)C)cc1	-7&-8	-1&-1	-0.9&-2.0	0&2	4&19	1&-12	-3&-1	0.4&0.4	-3&-1	-2&1
CC1(C)CC(=O)C(C=NCC2CCCO2)=C(O)C1 (centres undefined)	1	4	0.6	-7	23	-11	-1	0.9	6	/
CC(=O)NCCC(=O)N1CCCC(CNC(=O)c2ccc(-c3ccccc3)cc2)C1 (centres undefined)	/	0	-2.9	-3	-11	-10	5	0.0	3	-3
Nc1nnn(CC(=O)N/N=C/c2cn[nH]c2-c2ccccc2)n1	-1	-2	1.6	7	8	-6	0	-0.3	-1	2
CN1CCN(NC(=O)c2ccccc2F)CC1	3	-1	-0.3	-4	2	-2	-4	1.7	-3	-3
C=CCN(Cc1cc(OC)ccc1OC)C(=O)c1cc2ccc(OC)cc2[nH]1	1	1	-1.1	-3	-16	-5	0	0.5	2	-2
C/C(=N\NC(=O)c1ccc(CSc2nc(C)cc(C)n2)cc1)C1CCCCC1	-8	-2	-1.0	-9	2	-4	-1	1.6	-4	-1
COc1ccc(N2CCN(c3n[nH]c(N)n3)CC2)cc1	-15	1	0.4	9	4	-10	4	-0.1	-2	-3

Some of the entries above, set out differently.
structure | Rtt109 HAT inh | DAGLB inhibitor | CAL PDZ FP-1 | PKA-R2B act | SR-BI DiI-HDL act | Cardiac RTF inh | cardiac RTF act | C-LANA FP | Keap1 Nrf2 FP | CAL PDZ FP-2
O=C(O)c1cc([N+](=O)[O-])ccc1C(=O)Nc1ccccc1 | 5 | -2 | 0.1 | 4 | 9 | -7 | -1 | -0.4 | -2 | 0
O=C(N/N=C/c1ccc(F)c(F)c1)c1cc2c(s1)-c1ccccc1CC2 | -12 | -4 | -0.1 | -8 | -14 | -5 | -3 | -0.9 | -6 | -2
CCc1ccc(NC(=O)c2ccc3nc(N)sc3c2)cc1 | 1 | -1 | -0.2 | -4 | 3 | 4 | -2 | -0.7 | -2 | /
Cc1ccccc1C(=O)NCC(=O)OCCOc1ccc(C(C)C)c(C)c1 | 40 | -7 | -2.7 | -10 | 21 | -27 | -6 | 0.1 | -4 | 6
